# Screening data as filed in PubChem.
# PKA-R2B act – activators of human PKA-R2B complex | P22694+P31323 | activation, % at 11.4 µM | 0.079% of 340,000 active | PKA-R2B holoenzyme dissociation, Cy5-IP20 fluorescence polarization; R2B truncated from residue 108, S112A mutant; 0% DMSO only, 100% 113 µM cGMP;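 active = activation above a cutoff set at the mean over all compounds plus 3 SD, cut at about 18% in these data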;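 note: higher means more holoenzyme dissociation and a rise in polarization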
# PKA-R1A activ – activates the PKA-R1A holoenzyme complex; PKA-R1A dissociation, Cy5-IP20 fluorescence polarization; scaled: DMSO 0%, 113 µM cGMP 100%; activation, % at 11.4 µM; 0.083% of 340,000 active; AID 504707;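 active = percent activation above the mean of all tested compounds plus 3 SD, cut at about 19% in these data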;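 note: higher means more PKAc released from R1A so a rise in polarization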
# Arrestin-AP2 inh – blocks beta-arrestin peptide binding to AP2 adaptin. inhibition, % at 10 µM. FITC-arrestin peptide / GST-AP2 beads, flow cytometry; AP2 beta2 appendage carries R879A mutation. 0.31% of 340,000 active. AID 504490;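 active = inhibition above a set limit, near 3 SD of compounds lacking own fluorescence, cut at about 54% in these data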;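 note: plate controls were DMSO wells for no effect and 5 µM unlabelled arrestin peptide for full effect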
#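 System: GST-AP2 R879A glutathione beads | Also added: FITC-arrestin peptide, 50 nM | Times: 12 min plus 1 h, RT | Signal: Bead flow cytometry, FITC channel | Buffer or medium: PBS with 0.05% Tween 20 and 0.1% BSA | Read-out basis: Percent drop in bead-associated FITC signal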
# SR-BI DiI-HDL act – SR-BI HDL lipid transfer activation; CHO ldlA[mSR-BI] cells, DiI-HDL uptake fluorescence, 3 h; 100 = double the neutral-control signal; activation, % at 12.5 µM; 0.096% of 320,000 active;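 active = mean replicate activation of at least 60% and every replicate at or above 60%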;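 note: 0% = median plate neutral-control signal and 100% = twice that signal; values of inactives mirror those of a sister screen read the other way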
#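 Material: SR-BI-overexpressing, LDLR-lacking CHO cells; schedule: compound exposure 3 h, 37 °C; reagent: DiI-labelled HDL at 10 µg/mL final; technique: bottom-read fluorescence, 550/595 nm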
# CDK5 p35 inh – inhibitors of human CDK5/p35 kinase; Recombinant CDK5/p35, ADP-Glo luminescence, 60 min; Q00535+Q15078; inhibition, % at 10 µM; 0.01% of 330,000 active; AID 488839;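 active = highest replicate inhibition of at least 50% and at least 75% of replicates reaching 50%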;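 note: plate controls were DMSO neutral control for no effect and GW8510 at 10 µM for full effect; many of its hits are not listed in these tables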
# SR-BI DiI inh – inhibitors of mouse SR-BI mediated HDL lipid uptake; Q61009; ldlA[mSR-BI] CHO cells, DiI-HDL uptake fluorescence, 3 h; inhibition, % at 12.5 µM; 0.96% of 320,000 active; AID 488896;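 active = mean replicate inhibition of at least 70% and a set share of replicates each scoring 70 or more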;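 note: 0% = median of neutral control wells and 100% = median of positive control wells; values of inactives mirror those of a sister screen read the other way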
# NSD2 inh – blocks human histone methyltransferase NSD2. 0.54% of 310,000 active. inhibition, % at 12.5 µM. NSD2 peptide methylation, AlphaScreen, 120 min; in the data active = inhibition above about 50%
# Mot1-301 SUMO – SUMOylation pathway inhibition by Mot1-301 growth rescue; growth rescue, % at 18.8 µM; S. cerevisiae Mot1-301 growth rescue, ATP luminescence, 38.5C; percent above DMSO median, 100 means doubled; 1% of 320,000 active; AID 2716;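 active = every valid replicate shows activation above 250% relative to neutral control wells; inactive = the rest, any valid replicate at or below 250%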;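 note: OY570 slx delta 5 strain wells were the positive control but not used for scaling; some compounds called inactive have numbers as strong as hits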
# dFosB act – enhances mouse delta FosB homodimer DNA binding; P13346; purified delta FosB, TAMRA-CDK5 oligo fluorescence polarization; percent of positive-control signal above neutral wells; activation, % at 25 µM; 0.99% of 340,000 active;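 active = mean activation above about 17%, with every replicate also reaching it, limit read from the data, passing the limit was not always enough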;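 note: fluorescence polarization rise as delta FosB binds a TAMRA Cdk5 AP-1 oligo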
# DSG3 Ab inh – blocks pemphigus antibody binding to human desmoglein-3; P32926; DSG3-coupled beads, scFv-anti-DSG3-GFP binding, flow cytometry; active compounds read low; binding (percent of control), % at 10 µM; 0.48% of 310,000 active;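 active = binding more than 3 SD below its plate's average and above zero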;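 note: hits lower antibody fragment binding to DSG3; some compounds called inactive have numbers as strong as hits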
# MITF TRPM1 HTS – increases MITF-driven TRPM1 promoter luciferase signal. 0.75% of 300,000 active. AID 588334. SK-MEL-5 TRPM1-promoter luciferase, 24 h; % of positive control, neutral wells = 0. activation, % at 12.5 µM;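 active = mean activation of at least 80% with every replicate also reaching 80%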;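 note: 0% = neutral control wells and 100% = parthenolide positive control wells; values of inactives mirror those of a sister screen read the other way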
# Numbers without * were called inactive; / = no result given.
SMILES,PKA-R2B act,PKA-R1A activ,Arrestin-AP2 inh,SR-BI DiI-HDL act,CDK5 p35 inh,SR-BI DiI inh,NSD2 inh,Mot1-301 SUMO,dFosB act,DSG3 Ab inh,MITF TRPM1 HTS
Cc1cccc(NC(=O)c2cccnc2Oc2ccccc2)c1C(=O)O,2,-10,33,-6,0.5,6,1,-1,-1,93,0
COc1cccc2c1oc1c(SCc3nc4ccccc4[nH]3)nc(C)nc12,-7,-8,1,37,3.7,-37,/,13,-11,103,9
CC1=CN2C(=NC(=O)CC2(C)C(=O)N(CC(=O)NC2CCCC2)c2cc(C)cc(C)c2)C=C1 (configuration not stated),-9,-2,3,8,-2.0,-8,-4,-1,0,99,/
O=C(Cn1[nH]c(=O)c2ccccc2c1=O)NCc1cccnc1,-11,1,6,1,0.1,-1,-4,-10,-4,102,/
CC1=C(C(=O)OC2CCCCCCC2)C(c2cccc(O)c2)NC(=O)N1 (configuration not stated),-9,-5,-8,2,-1.8,-2,4,0,-11,105,3
CCOc1ccc(S(=O)(=O)n2cnc(C)c2)cc1,-10,5,-7,-3,-1.0,3,4,-22,-1,105,/
COC(=O)/C=C1\S/C(=N/N=C/c2ccco2)NC1=O,-3,-14,2,14,-1.2,-14,2,-7,-5,87,4
CC(C)N=C(Nc1ccc(Cl)cc1)c1cccnc1,-6,-4,-10,10,0.1,-10,-1,0,2,93,/
CC(OC(=O)c1cc(=O)c2ccccc2o1)C(=O)Nc1ccc(N(C)C)cc1 (configuration not stated),2,6,37,-18,-1.6,18,1,/,4,97,13
COc1ccc(C2=NOC(C)(c3nnc(-c4ccncc4)o3)C2)cc1 (configuration not stated),-8,-3,4,0,-0.3,0,/,-5,-4,102,-10
CC(=O)N(Cc1c(C)nn(-c2ccccc2)c1Cl)c1ccc(Cl)cc1,-2,0,-9,-20,-0.5,20,/,22,-8,/,0
O=S(=O)(NCc1ccccc1)c1ccc(-n2cccn2)cc1,13,0,-4,17,0.3,-17,-3,3,2,101,2
Cc1ccc(C(=O)NCC(=O)NCc2cc(=O)n(C)c(=O)n2C)cc1C,6,4,-2,7,1.7,-7,2,8,1,101,-14
CN(CCC(=O)Nc1ccc(Cl)cc1)Cc1ccccc1,-2,-3,-5,-4,0.3,4,/,-9,-9,118,/
COCCNc1c2c(nc3c(-c4ccccc4)c(C)nn13)CCCC2,2,3,-3,-27,0.3,27,-13,-2,-11,106,1
CCOC(=O)C1CCN(c2c(-c3ccccc3)c3cc(Cl)ccc3[nH]c2=O)CC1,9,-3,37,-18,-2.4,18,-1,5,-2,101,-1
CCc1nc(NCCN2CCOCC2)c(C#N)c2c1CCCC2,-3,-1,14,-5,0.3,5,8,-12,3,/,-15
Fc1ccc(Nc2nc(N/N=C/c3ccco3)nc(N3CCCCC3)n2)cc1,-5,-2,8,-42,-2.5,42,1,-8,6,105,8
Brc1ccc2c(c1)OCCOCCOCCOCCOCCO2,8,-4,-2,14,1.2,-14,-2,-22,1,90,-5
CS(=O)(=O)Nc1ccc(C2=NN(C(=O)CCCC(=O)O)C(c3cccs3)C2)cc1 (configuration not stated),-3,-1,-22,17,-0.8,-17,-1,-6,6,104,8
O=C(COc1ccccc1)N1CCN(S(=O)(=O)c2ccc(Cl)cc2)CC1,0,-20,22,11,0.5,-11,-1,32,-10,100,-8
CCOC(=O)Cn1nc(C)n(-c2c(C)cccc2C)c1=O,-5,-8,-47,21,1.5,-21,-1,/,5,114,-8
COc1ccc2[nH]c(=O)c(CN(CCO)S(=O)(=O)c3c(C)ccc4nsnc34)cc2c1,-6,-5,-4,20,-3.3,-20,-1,-13,-5,/,/
N#Cc1nc(COc2ccccc2F)oc1NCc1ccc(F)cc1,-2,1,-2,-12,0.6,12,/,28,-13,102,-3
COc1ccc(N2CCN(C(=O)c3ccc4c(=O)n(CC5CCCO5)c(=O)[nH]c4c3)CC2)cc1 (configuration not stated),-5,-3,33,11,1.3,-11,-1,1,-2,101,-2

# Another view of some results above:
structure	PKA-R2B act	PKA-R1A activ	Arrestin-AP2 inh	SR-BI DiI-HDL act	CDK5 p35 inh	SR-BI DiI inh	NSD2 inh	Mot1-301 SUMO	dFosB act	DSG3 Ab inh	MITF TRPM1 HTS
CC(OC(=O)c1cc(=O)c2ccccc2o1)C(=O)Nc1ccc(N(C)C)cc1 (configuration not stated)	2	6	37	-18	-1.6	18	1	/	4	97	13
COc1ccc(C2=NOC(C)(c3nnc(-c4ccncc4)o3)C2)cc1 (configuration not stated)	-8	-3	4	0	-0.3	0	/	-5	-4	102	-10
CC(=O)N(Cc1c(C)nn(-c2ccccc2)c1Cl)c1ccc(Cl)cc1	-2	0	-9	-20	-0.5	20	/	22	-8	/	0
O=S(=O)(NCc1ccccc1)c1ccc(-n2cccn2)cc1	13	0	-4	17	0.3	-17	-3	3	2	101	2
Cc1ccc(C(=O)NCC(=O)NCc2cc(=O)n(C)c(=O)n2C)cc1C	6	4	-2	7	1.7	-7	2	8	1	101	-14

# Later entries:
SMILES,PKA-R2B act,PKA-R1A activ,Arrestin-AP2 inh,SR-BI DiI-HDL act,CDK5 p35 inh,SR-BI DiI inh,NSD2 inh,Mot1-301 SUMO,dFosB act,DSG3 Ab inh,MITF TRPM1 HTS
COc1ccccc1N1CCN(S(=O)(=O)c2ccc(NC(C)=O)cc2)CC1,1,-12,-5,24,-1.6,-24,-3,-14,-7,103,-5
COC(=O)c1cc2nc(-c3ccc(OC)c(OC)c3)cc(C(F)(F)F)n2n1,9,15,18,-48,-0.1,48,33,17,-2,/,10
CCN1C(=O)N(CC)C2C1N(CO)C(=O)N2CO (configuration not stated),3,-3,15,10,1.8,-10,-5,4,2,112,8
Cc1ccc(SC(CC(=O)c2ccc(C(C)(C)C)cc2)C(=O)O)cc1 (configuration not stated),/,/,3,9,-4.0,-9,-3,-3,-12,/,-2
O=C(Nc1ccc(C(=O)O)cc1)/C(=C\c1ccc2c(c1)OCO2)NC(=O)c1ccco1,-2,3,3,10,0.3,-10,-2,-12,4,106,6
Nc1c(Cl)cc(-c2cn(CCC(=O)O)c(-c3ccncc3)n2)cc1Cl,1,-4,-4,25,-0.8,-25,/,73,1,101,2
O=C(Nc1ccccc1F)C(=Cc1sc(N2CCOCC2)nc1-c1ccccc1)C(=O)Nc1ccccc1F,15,-1,23,-10,1.1,10,-2,127,-10,91,4
O=C(COC(=O)Cc1ccc(Cl)cc1)NCCc1ccccc1,-11,-3,-4,/,-1.7,-11,-3,20,-3,112,-3
CCCC(O)(c1ccc(OC)cc1)C(CN(C)C)c1ccccc1 (configuration not stated),5,2,2,20,0.9,-20,0,1,3,96,-6
O=c1[nH][nH]c(=O)c(Cl)c1Cl,3,0,1,24,-1.3,-24,-1,/,2,99,5
Cc1cc(NC(=O)c2ccc3nccnc3c2)ccc1Br,2,6,-6,-51,0.1,51,-1,20,1,103,70
COC(=O)c1nn(-c2ccc(F)cc2)ccc1=O,-5,-8,-1,-2,0.8,2,-15,22,2,109,1
C=CCN1C(=O)C(CC(=O)NCC)SC1=Nc1ccccc1OC (configuration not stated),1,-1,3,7,-0.6,-7,1,11,-12,117,/

# Profiles, quoted from the list. Order of screens: PKA-R2B act	PKA-R1A activ	Arrestin-AP2 inh	SR-BI DiI-HDL act	CDK5 p35 inh	SR-BI DiI inh	NSD2 inh	Mot1-301 SUMO	dFosB act	DSG3 Ab inh	MITF TRPM1 HTS
# `COCCNc1c2c(nc3c(-c4ccccc4)c(C)nn13)CCCC2` in the list: 2	3	-3	-27	0.3	27	-13	-2	-11	106	1
# `N#Cc1nc(COc2ccccc2F)oc1NCc1ccc(F)cc1` in the list: -2	1	-2	-12	0.6	12	/	28	-13	102	-3
# `Cc1cc(NC(=O)c2ccc3nccnc3c2)ccc1Br` in the list: 2	6	-6	-51	0.1	51	-1	20	1	103	70
# `CN(CCC(=O)Nc1ccc(Cl)cc1)Cc1ccccc1` in the list: -2	-3	-5	-4	0.3	4	/	-9	-9	118	/
# `CCc1nc(NCCN2CCOCC2)c(C#N)c2c1CCCC2` in the list: -3	-1	14	-5	0.3	5	8	-12	3	/	-15

# 2 entries from above, with bars between the fields:
compound | PKA-R2B act | PKA-R1A activ | Arrestin-AP2 inh | SR-BI DiI-HDL act | CDK5 p35 inh | SR-BI DiI inh | NSD2 inh | Mot1-301 SUMO | dFosB act | DSG3 Ab inh | MITF TRPM1 HTS
O=c1[nH][nH]c(=O)c(Cl)c1Cl | 3 | 0 | 1 | 24 | -1.3 | -24 | -1 | / | 2 | 99 | 5
Cc1cc(NC(=O)c2ccc3nccnc3c2)ccc1Br | 2 | 6 | -6 | -51 | 0.1 | 51 | -1 | 20 | 1 | 103 | 70
